Screening data as filed in PubChem BioAssay.
KAT2A inh – GCN5L2 (KAT2A) acetyltransferase inhibition. Q92830. GCN5L2 HAT assay, ThioGlo1 CoA-SH fluorescence. Potency, µM (series often up to 58.9 µM), for the others: at the top dose activity change, negative = inhibition, usual class: inhibitors. 390,000 tested, 0.21% active. AID 504327
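qHTS, 1536-well. 20nM enzyme, pH 7.5 HEPES/EDTA/Tween-20 buffer; 15 min compound preinc., RT. Start: 75uM H3(1-25), 70uM AcCoA, 50uM ThioGlo1. Read Ex340/Em540 at t=0 (autofluorescence flag) and t=20 min.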
DT40 TDP1 no CPT – qHTS for Inhibitors of human tyrosyl-DNA phosphodiesterase 1 (TDP1): qHTS in cells in absence of CPT. DT40 Tdp1-/- hTDP1 cells, no CPT, ATP luminescence, 48 h. Potency, µM (top dose mostly 46.2 µM), for inactives: at the top dose activity change, negative = growth inhibition, hits mostly inhibitors. 420,000 tested, 15% active; also: nearly all actives have a fitted effect of over 55% in size
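Chicken DT40 Tdp1-/- cells complemented with human TDP1, screened without camptothecin (DMSO vehicle only), 400 cells/well. Compounds pin-transferred, cells incubated at 37 °C for at least 48 hr. Growth read as ATP-dependent luminescence (CellTiter-Glo, 30 min at RT).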
TDP1 inh – blocks human tyrosyl-DNA phosphodiesterase 1 | recombinant TDP1, AlphaScreen DNA substrate cleavage | Potency, µM (highest dose often 130 µM), for the others: at the highest dose activity change, negative = inhibition, most hits filed as inhibitors | Q9NUW8 | 350,000 tested, 0.28% active; also: nearly all actives have a fitted effect of over 40% in size
Target sequence (Q9NUW8 whole entry, looked up): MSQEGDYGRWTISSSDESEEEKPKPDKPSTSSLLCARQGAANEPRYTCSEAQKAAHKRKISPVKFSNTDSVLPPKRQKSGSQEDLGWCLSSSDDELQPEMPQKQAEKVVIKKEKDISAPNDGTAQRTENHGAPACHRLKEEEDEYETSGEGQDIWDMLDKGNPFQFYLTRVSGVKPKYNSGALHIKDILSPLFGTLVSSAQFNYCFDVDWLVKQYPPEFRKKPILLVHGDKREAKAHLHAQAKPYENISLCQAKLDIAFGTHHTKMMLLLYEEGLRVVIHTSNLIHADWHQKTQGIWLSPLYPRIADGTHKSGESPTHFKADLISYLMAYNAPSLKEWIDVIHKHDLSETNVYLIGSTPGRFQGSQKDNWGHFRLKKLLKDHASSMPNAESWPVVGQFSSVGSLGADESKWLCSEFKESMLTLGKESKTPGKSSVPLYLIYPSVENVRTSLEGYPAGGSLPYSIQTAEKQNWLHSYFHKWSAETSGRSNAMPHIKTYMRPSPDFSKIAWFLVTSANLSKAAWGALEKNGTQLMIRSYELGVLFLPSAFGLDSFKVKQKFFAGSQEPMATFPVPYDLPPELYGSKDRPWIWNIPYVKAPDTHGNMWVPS
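Recombinant human Tdp1 (E. coli-expressed, 1 nM final) preincubated with compounds 15 min at room temperature, then 5'-biotin/3'-phosphotyrosine-FITC DNA substrate (15 nM final) added for 5 min. AlphaScreen beads (10 ug/ml final) added 10 min; cleavage lowers signal.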
* hit, by the source's call; ? = inconclusive; · = not tested or not shown; & = joins results of further samples. Calls follow the shape of the dose curve; as a rule, active = well fitted curve in the direction sought with a large enough effect; inconclusive = small, poorly fitted or top-dose-only effect, or another doubt; inactive = no such curve, though single readings can be large; an effect the other way counts as inactive or inconclusive. % is scaled to controls: 0 for no effect and ±100 for the full control effect; potency is read from the fitted curve at half-maximal effect. These rows are one share of the data; count on the stated rates, not on these rows.

The opening 4 entries, ahead of the listing:
SMILES	KAT2A inh	DT40 TDP1 no CPT	TDP1 inh
CCOc1ccccc1NC(=O)C(Sc1nnnn1C)c1ccccc1 (centres undefined)	-4%	-3%	0%
Cc1ccc(C)c(S(=O)(=O)c2cnc(SCC(=O)Nc3ccc(F)cc3F)[nH]c2=O)c1	0%	·	-2%
CC(/C=C/c1ccccc1)=N\NC(=O)c1cc(C)[nH]n1	-8%	-12%	5%
O=C(CN1C(=O)NC2(CCCC2)C1=O)Nc1ccccc1	-2%	-21%	0%

Results, from the first entry:
SMILES	KAT2A inh	DT40 TDP1 no CPT	TDP1 inh
CCOc1ccccc1NC(=O)C(Sc1nnnn1C)c1ccccc1 (centres undefined)	-4%	-3%	0%
Cc1ccc(C)c(S(=O)(=O)c2cnc(SCC(=O)Nc3ccc(F)cc3F)[nH]c2=O)c1	0%	·	-2%
CC(/C=C/c1ccccc1)=N\NC(=O)c1cc(C)[nH]n1	-8%	-12%	5%
O=C(CN1C(=O)NC2(CCCC2)C1=O)Nc1ccccc1	-2%	-21%	0%
Cc1cccc(N2C(=O)CC(N3CCN(Cc4ccc5c(c4)OCO5)CC3)C2=O)c1 (centres undefined)	-8%	5%	3%
Cc1ccccc1Nc1nnc(SCC(=O)NC2CCCc3ccccc32)s1 (centres undefined)	-3%	?	3%
CCOc1ccc(-c2c(=O)n(OCc3nc4ccccc4[nH]3)c3ccccc3[n+]2[O-])cc1	-8%	23µM*	0%
CC1=Nc2ccccc2/C1=C\c1nc(-c2ccc(C(F)(F)F)cc2)oc1O	-18%	?	4%
CN(C)Cc1ccccc1-c1cncnc1NCc1cccs1	-8%	-11%	4%
CCOC(=O)c1ccccc1NC(=O)COC(=O)C1CCCC1	-7%	-4%	·
O=C(C1CCCC1)N1CCC(CC2CC(c3ccc(Cl)cc3)=NO2)(C(=O)NCC2CCCCC2)CC1 (centres undefined)	0%	-21%	·
Cc1cc(C)cc(N(CCC#N)C(=O)COC(=O)Cn2[nH]c(=O)c3ccccc3c2=O)c1	2%	-5%	4%
Cc1ccc(C)c(OCCOCCN2CC(C)OC(C)C2)c1C (centres undefined)	1%	?	·
CCCN(CCC)C(=O)CSc1nc2c(sc(=S)n2-c2ccc(OCC)cc2)c(=O)[nH]1	-21%	?	1%
CC(C)CC(=O)Nc1ccccc1N1CCN(c2ccc(F)cc2)CC1	-13%	?	4%
O=C(Nc1ccccc1)N1CCc2scc[n+]2-c2ccccc21	-2%	12µM*	-3%
CC(C)CSc1nc2ccccc2c(=O)[nH]1	-5%	?	0%
Cn1cccc1C(=O)/C(C#N)=C/c1ccc(F)cc1	1%	-1%	·
CC(=O)c1ccc(NC(=O)c2cc(=O)[nH]c3ccccc23)cc1	?	-24%	·
COc1ccc(-c2onc(C)c2-c2cnn(-c3ccccc3)c2)c(O)c1	-4%	21µM*	5%
Cc1cccc(NC(=O)c2cccc3c2C(=O)c2ccccc2-3)c1	0%	-23%	6%
CCCc1nc2c(sc3nc4c(cc32)COC(C)(C)C4)c(=O)n1Cc1ccco1	-20%	?	5%
c1ccc(-n2c(Cc3cn4ccsc4n3)nnc2N2CCOCC2)cc1	-1%	-2%	2%
O=C(CNS(=O)(=O)c1ccc(Br)s1)Nc1ccc2c(c1)OCCO2	-6%	?	5%
COc1ccc(CNC(=O)COC(=O)c2ccccc2C(=O)c2ccccc2)cc1	-17%	8.2µM*	1%

An excerpt from above in order of number of heavy atoms, descending:
SMILES	KAT2A inh	DT40 TDP1 no CPT	TDP1 inh
Cc1cc(C)cc(N(CCC#N)C(=O)COC(=O)Cn2[nH]c(=O)c3ccccc3c2=O)c1	2%	-5%	4%
Cc1ccccc1Nc1nnc(SCC(=O)NC2CCCc3ccccc32)s1 (centres undefined)	-3%	?	3%
CC1=Nc2ccccc2/C1=C\c1nc(-c2ccc(C(F)(F)F)cc2)oc1O	-18%	?	4%
COc1ccc(-c2onc(C)c2-c2cnn(-c3ccccc3)c2)c(O)c1	-4%	21µM*	5%
O=C(CNS(=O)(=O)c1ccc(Br)s1)Nc1ccc2c(c1)OCCO2	-6%	?	5%
CCOC(=O)c1ccccc1NC(=O)COC(=O)C1CCCC1	-7%	-4%	·

Carrying on:
SMILES	KAT2A inh	DT40 TDP1 no CPT	TDP1 inh
Cc1cccc(NC(=O)c2cccs2)n1	-3%	-12%	4%
CC(=O)Nc1ccc(S(=O)(=O)Nc2ccc3c(c2)OCCO3)cc1Cl	0%	7.3µM*	-1%
COc1cccc(C(=O)N/N=C/c2cn[nH]c2-c2ccc(OC)cc2OC)c1	-8%	-14%	4%
CC(Oc1ccccc1F)C(=O)/C=C/N(C)C (centres undefined)	1%	-5%	5%
Cc1cccc(Cc2nnc(CCC(=O)NCc3ccncc3C)o2)c1	0%	-22%	-3%
Cc1nc2[nH]c(=O)c3c(n2n1)NC1=C(C(=O)CC(C)(C)C1)C3c1ccc(F)cc1 (centres undefined)	-2%	-21%	2%
CCCCC(=O)NS(=O)(=O)c1ccc(N=NN2CCCCC2)cc1	-3%	9%	8%
NNC(=S)NC1CCS(=O)(=O)C1 (centres undefined)	0%	4%	8%
O=C(NC(=O)N1CCN(C(c2ccccc2)c2ccccc2)CC1)c1ccccc1	-29%	?	6%
O=C1CC(c2nc3ccccc3n2CCCCOc2ccccc2)CN1c1ccccc1Cl (centres undefined)	-14%	15µM*	5%
Cc1cccc(OCc2nnc(SCC(=O)N3c4ccccc4CCc4ccccc43)o2)c1	4%	?	·
CC(C)CNS(=O)(=O)c1cc(C(=O)OCC(=O)c2ccc3c(c2)OCCO3)c(Cl)cc1Cl	-8%	?	6%
CC(C)[C@H](NC(=O)N1c2ccccc2NC(=O)[C@@H]1C(C)C)C(=O)N[C@@H](Cc1ccccc1)C(=O)O	-5%	-2%	·
COc1ccc(NC(=O)CCSc2nc(-c3ccco3)cc(C(F)(F)F)n2)cc1	1%	-8%	3%
Cc1ccc(NC(=O)Cc2ccc(-n3c(C)nc4cccnc43)cc2)cc1C	-1%	18µM*	6%
COc1ccc(-c2nc(C#N)c(N3CCN(c4ccccc4)CC3)o2)cc1	-8%	-29%	5%
O=C1CS/C(=N/N=C/c2ccccc2)N1Cc1ccco1	?	?	3%
O=C(CSc1nnc(-c2ccc(S(=O)(=O)N3CCCC3)cc2)o1)NCC1CCCO1 (centres undefined)	0%	-4%	9%
O=c1[nH]cnc2c1C(c1ccc(Cl)cc1)c1c(nc[nH]c1=O)O2	-8%	9%	7%
Cc1ccc(NC(=O)Cc2coc3c(C)c(C)ccc23)cc1Cl	-9%	-25%	-2%
Cc1c(C(=O)Nc2nnc(C(F)(F)F)s2)oc2ccccc12	-2%	?	2%
Cc1ccc(F)cc1NS(=O)(=O)c1ccc(Cl)s1	-3%	?	0%
CC1(C)CC(NC(=O)COc2ccc3ccccc3c2)CC(C)(C)N1	2%	8%	3%
Nc1cc2nc3ccccc3oc-2cc1=O	1%	1.8µM*	-8%
Cn1cc(C(=O)c2ccc(Cl)cc2)cc1-c1nc2ccccc2n1C	0%	18µM*	9%
The listing continues:
SMILES	KAT2A inh	DT40 TDP1 no CPT	TDP1 inh
COc1ccc(-n2cc(C(=O)O)c3ccccc3c2=O)cc1	-9%	-9%	1%
CN(C)C(=O)c1ccc(NC(=O)COC(=O)c2cc3c(s2)CCCCC3)cc1	-2%	-5%	0%
Cc1c(NC(=O)c2cccc(-c3cc4ccccc4oc3=O)c2)cccc1-c1nc2ncccc2o1	2%	21µM*	-11%
N#Cc1ccccc1S(=O)(=O)N1CCN(c2nc(-c3cccs3)nc3ccccc23)CC1	·	7.9µM*	-2%&-9%
COc1cc(CNc2ccccc2SC)ccc1O	-4%	-9%	8%
Cn1ccnc1SCC(=O)Nc1ccc(SC(F)F)cc1	-4%	?	2%
COc1cccc(NC(=O)CN2CCN(CC(=O)Nc3ccccc3Cl)CC2)c1	-10%	-6%	·
CC(C)OC(=O)CC(=O)CSc1nc2c(c(-c3cccs3)c1C#N)CCC2	-14%	?	-3%
Cc1cccc(NS(=O)(=O)c2cccc(C(=O)N3CCN(C/C=C/c4ccccc4)CC3)c2)c1	-9%	?	4%
O=c1c2c3c(sc2ncn1Cc1ccc(F)cc1)CCC3	-1%	0%	5%
Cc1c(Cl)cccc1NC(=O)c1cc(S(=O)(=O)N2CCCCC2)cn1C	0%	?	2%
CCOC(=O)c1ccc(NC(=O)CSCc2ccco2)cc1	-26%	?	1%
CC(C)C[C@@H](CO)N1CCN(Cc2ccc([N+](=O)[O-])cc2)CCC1=O	-6%	?	·
C=CCN=C1SC(C)(C)C(=O)N1S(=O)(=O)c1ccc(C)cc1	-12%	?	3%
CCCn1c(N)c(C(=O)COC(=O)COc2ccc(Cl)c(C)c2)c(=O)n(C)c1=O	-8%	-19%	-3%
Clc1ccc(OCc2nc(-c3ccccn3)n[nH]2)cc1	-9%	?	9%
Cc1ccc(S(=O)(=O)NC(=O)Nc2cc(C)no2)cc1	2%	-11%	·
CC(=O)c1cccc(NC(=S)Nc2ccn(Cc3cccc4ccccc34)n2)c1	-1%	?	5%
Oc1c(Br)cccc1/C=N/Nc1c(F)c(F)c(F)c(F)c1F	15%	21µM*	3%
Cc1ccc(CCN2C(=O)c3ccccc3C2C(=O)NCc2cccnc2)cc1 (centres undefined)	1%	-4%	3%
CCCCC/C=N/NC(=O)c1[nH]c2ccc([N+](=O)[O-])cc2c1C	-1%	?	5%
CCN(CC(=O)Nc1ccc(OC)cc1)C(=O)CN1C(=O)NC(C)(c2ccc3ccccc3c2)C1=O (centres undefined)	-3%	?	2%
Cc1cccc(NC(=S)N/N=C/c2ccc([N+](=O)[O-])s2)c1	-24%	7.9µM*	10%
CCOc1ccccc1NC(=O)CSC1=C(C#N)C(c2ccco2)C(C(=O)Nc2nc3ccccc3s2)=C(C)N1 (centres undefined)	-7%	?	5%
COc1ccc(CCN2C(=O)CC(NNC(=O)c3ccc(F)cc3)C2=O)cc1OC (centres undefined)	23%	-5%	3%
More results.
SMILES	KAT2A inh	DT40 TDP1 no CPT	TDP1 inh
COc1ccccc1N1CCN(/N=C\C(Br)=C\c2ccccc2)CC1	-1%	7.3µM*	10%
C/C(=N/NC(=O)c1ccc(Br)o1)C(C)C	4%	-13%	5%
COc1cccc(OCc2nnc(SC)n2C)c1	-1%	-1%	·
Cc1csc2nc(COc3ccccc3NC(=O)c3ccc(C(C)(C)C)cc3)cc(=O)n12	-6%	?	1%
O=C(COc1ccc(Cl)cc1Cl)Nc1ccc(Cl)cn1	2%	-4%	0%
COc1ccc2nc3cc(Cl)ccc3c(NCCCN3CCN(CCCNc4c5ccc(Cl)cc5nc5ccc(OC)cc45)CC3)c2c1	0%	·	29%

Profiles as entered above.
COc1ccc2nc3cc(Cl)ccc3c(NCCCN3CCN(CCCNc4c5ccc(Cl)cc5nc5ccc(OC)cc45)CC3)c2c1 across the screens: KAT2A inh: 0%; DT40 TDP1 no CPT: ·; TDP1 inh: 29%
Cc1ccccc1Nc1nnc(SCC(=O)NC2CCCc3ccccc32)s1 (centres undefined) across the screens: KAT2A inh: -3%; DT40 TDP1 no CPT: ?; TDP1 inh: 3%

Looked up one by one from the entries so far, 2 records:
SMILES	KAT2A inh	DT40 TDP1 no CPT	TDP1 inh
C/C(=N/NC(=O)c1ccc(Br)o1)C(C)C	4%	-13%	5%
COc1ccccc1N1CCN(/N=C\C(Br)=C\c2ccccc2)CC1	-1%	7.3µM*	10%
